Screening data (PubChem)
ABCB6 inh 2: ABCB6 transporter inhibitors, primary screen, K562-ABCB6 cells, flow cytometry, MLPCN library; K562-ABCB6 porphyrin accumulation, 1 h; active compounds read low; fluorescence ratio to DMSO, % at 10 µM; 360,000 compounds, 0.19% hits;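 active = fluorescence ratio to DMSO below 75%, the collection mean minus 3 SD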;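 also: signal is porphyrin accumulated inside mitochondria; 100% equals median channel fluorescence of DMSO control wells; lower ratio means ABCB6 inhibition with less porphyrin fluorescence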
SRC2 inh: inhibition of GAL4-SRC2 driven luciferase reporter, primary screen, SRC2 inhibitor project, cell-based, luminescence. Nuclear receptor coactivator 2 (Homo sapiens), Q15596. HEK293 GAL4-SRC2 luciferase reporter. inhibition, % at 9 µM. 370,000 compounds, 0.17% hits. AID 651957, 2012;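 active = inhibition above the mean inhibition of all tested compounds plus 3 SD, set per campaign, cut at about 52% in these data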;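 also: 0% = DMSO treated cells and 100% = cells given Gossypol at 36 µM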
H9c2 protect: cardioprotection against H2O2-induced cell death, primary screen, uHTS, H9c2 cells, ATPLite luminescence | AID 588492, 2011 | H9c2 cardiomyocytes, H2O2 injury protection, 2 h | 360,000 compounds, 0.63% hits | protection from H2O2 cell death, % at 20 µM;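 active = compounds giving at least 50% protection of heart cells from peroxide-induced death in the single-dose screen, raw or plate-pattern-corrected value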;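 also: 0% = DMSO wells with peroxide and 100% = DMSO wells without peroxide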
HTR2A ag: mouse Htr2a agonists via beta-arrestin recruitment, primary screen, cell-based, luminescence | CHO-K1 mHTR2A beta-arrestin complementation; percent of 30 µM serotonin response | 5-hydroxytryptamine receptor 2A (Mus musculus), P35363 | activation, % at 7.6 µM | 360,000 compounds, 0.66% hits;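 active = activation above a run cutoff, the mean activation of all tested compounds plus 3 SD, cut at about 14% in these data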;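 also: 0% = plate median of compound wells and 100% = 30 µM serotonin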
Target sequence (P35363 whole entry, looked up): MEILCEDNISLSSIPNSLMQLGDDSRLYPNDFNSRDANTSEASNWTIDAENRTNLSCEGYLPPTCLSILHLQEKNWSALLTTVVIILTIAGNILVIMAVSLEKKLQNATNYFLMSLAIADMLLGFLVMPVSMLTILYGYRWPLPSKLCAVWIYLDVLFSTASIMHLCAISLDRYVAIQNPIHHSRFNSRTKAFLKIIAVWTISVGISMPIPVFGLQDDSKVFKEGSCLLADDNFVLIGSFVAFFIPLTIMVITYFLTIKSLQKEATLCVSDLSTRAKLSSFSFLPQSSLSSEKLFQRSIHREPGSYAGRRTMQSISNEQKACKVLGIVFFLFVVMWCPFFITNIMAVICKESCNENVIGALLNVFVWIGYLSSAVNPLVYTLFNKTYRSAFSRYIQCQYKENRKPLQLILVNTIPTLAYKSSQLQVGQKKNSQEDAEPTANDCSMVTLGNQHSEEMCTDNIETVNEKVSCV
N-glyco inh: increase of ERlucT glycosylation luciferase signal, primary screen, N-linked glycosylation inhibitor project, D54 ERlucT cells, luminescence, set 2. D54 ERlucT glycosylation luciferase reporter, 24 h; percent of 100 nM tunicamycin response. 360,000 compounds, 0.23% hits. reporter increase, % at 12.5 µM. AID 588692, 2011;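 active = mean luciferase reporter signal, scaled so untreated is 0 and the glycosylation-blocking control 100, at or above a set limit in every replicate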;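 also: luciferase carries N-glycosylation sites so blocking glycosylation raises the light; 0% = median of neutral control wells and 100% = median of 100 nM tunicamycin wells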
ABHD5-PLIN5 inh: ABHD5-PLIN5 interaction inhibitors, primary screen, cell lysate, split luciferase complementation, luminescence. Perilipin-5 (Homo sapiens) + 1-acylglycerol-3-phosphate O-acyltransferase ABHD5 (Homo …. Split G. princeps luciferase complementation, 4 h. inhibition, % at 4 µM. 360,000 compounds, 0.78% hits. AID 602281, 2012;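 active = inhibition above the mean inhibition across every tested compound plus 3 SD, cut at about 22% in these data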;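 also: 0% = DMSO only wells and the 100% control is not disclosed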
NOD2-RIPK2 inh: NOD2-RIPK2 binding disruptors in cells, primary screen, fluorescence, CHO cells, BLA complementation | CCF4 ratio | inhibition, % at 4.98 µM | AID 624267, 2012 | 360,000 compounds, 0.38% hits | Receptor-interacting serine/threonine-protein kinase 2 (Homo sapiens), O43353; in the data active = inhibition above about 21%;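 also: 0% = vehicle only and 100% = reference blocker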
TLR9-MyD88 block: inhibitors of TLR9-MyD88 association in cells, primary screen, cell-based, CHO, BLA complementation, fluorescence; Toll-like receptor 9 (Homo sapiens) + Myeloid differentiation primary response protein …; CCF4 FRET ratio; inhibition, % at 4.98 µM; 340,000 compounds, 0.21% hits; AID 504734, 2011;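 active = inhibition above the mean over all tested compounds plus 3 SD, cut at about 21% in these data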;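 also: 0% = DMSO only wells and 100% = clavulanate BLA inhibitor control wells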
MC4R antag cAMP: MC4R antagonists of cAMP signaling, primary screen, cell-based, TR-FRET, antagonist arm of biased-ligand search. Melanocortin receptor 4 (Homo sapiens), P32245. inhibition, % at 6.5 µM. 360,000 compounds, 0.48% hits. MC4R-expressing cells, MTII-stimulated cAMP, LANCE TR-FRET. AID 540295, 2011;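 active = inhibition above its plate's cutoff, the mean of tested wells on that plate plus 3 SD, cut at about 29% in these data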;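 also: 0% = Melanotan II alone and 100% = Melanotan II plus saturating MCL0020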
Target sequence (P32245 whole entry, looked up): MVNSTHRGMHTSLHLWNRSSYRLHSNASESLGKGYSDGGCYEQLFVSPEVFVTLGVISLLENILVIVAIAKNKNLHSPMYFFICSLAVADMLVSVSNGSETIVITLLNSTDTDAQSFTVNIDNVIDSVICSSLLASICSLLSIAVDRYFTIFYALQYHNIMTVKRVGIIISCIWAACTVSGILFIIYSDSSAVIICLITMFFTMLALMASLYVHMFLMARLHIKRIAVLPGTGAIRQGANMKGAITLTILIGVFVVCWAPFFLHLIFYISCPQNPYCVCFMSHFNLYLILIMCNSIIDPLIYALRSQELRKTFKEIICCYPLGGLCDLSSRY
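Material: human MC4R-expressing U2OS cells. Probe or stimulus: Melanotan II challenge. Dosing: 6.5 µM single dose. Times: 30-min compound, 1-h challenge, 1-h detection, room temperature. Technique: TR-FRET with Eu-cAMP and labeled anti-cAMP, 671 nm. Replication: singlicate.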
MC4R ag barr: MC4R agonists recruiting beta-arrestin, primary screen, cell-based, luminescence, agonist arm of biased-ligand search | Melanocortin receptor 4 (Homo sapiens), P32245 | 360,000 compounds, 0.98% hits | U2OS MC4R beta-arrestin complementation; percent of melanotan II response, DMSO zero | activation, % at 8.9 µM | AID 540308, 2011;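 active = activation above a per-plate cutoff, the mean activation of sample wells on that plate plus 3 SD, cut at about 8% in these data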
Starred values were filed as active, the others as inactive; nt = no result given; & = joins results of further samples. The list is partial (hit frequency here may not be typical).

Compound | TLR9-MyD88 block | SRC2 inh | NOD2-RIPK2 inh | H9c2 protect | ABCB6 inh 2 | N-glyco inh | ABHD5-PLIN5 inh | HTR2A ag | MC4R ag barr | MC4R antag cAMP
O=C(CN1CCN(c2ccccc2F)CC1)Nc1cccnc1Cl | -3 | 17 | 2 | -4 | 105 | -1 | 4 | 2 | -0.7 | 8
CCCOC(=O)c1c(N)n(Cc2cccs2)c2nc3ccccc3nc12 | 2 | -16 | -5 | 5 | 98 | 11 | -13 | -3 | -0.6 | -29
O=c1c2ccccc2nc(-c2ccccc2Cl)n1-c1ccc(O)cc1 | 14 | 18 | -11 | 2 | 96 | 1 | -6 | 0 | -0.1 | -1
CCCNC(=O)N1[C@H]2CC[C@@H]1C(C(=O)OC)=C(c1ccc(C(C)=O)cc1)C2 | -7 | -10 | -7 | -7 | 98 | -1 | 1 | -4 | -1.5 | -4
CCC1(CC)C(=O)C=CNC1=O | -9 | 1 | -9 | 5 | 99 | 2 | -7 | 40* | 1.6 | 7
Cn1c(=O)cc(OCC(=O)N2CCC3(CC2)OCCO3)c2ccccc21 | 3 | -11 | 1 | -1 | 95 | 6 | 3 | 2 | -0.3 | 2
COC(=O)C1=C(c2ccc(OC(F)(F)F)cc2)C[C@@H]2CC[C@H]1N2C(=O)NC1Cc2ccccc2C1 | 8 | 12 | 7 | -15 | 97 | -3 | 1 | -7 | 2.2 | 12
CC(=O)Nc1cccc([As](=O)(c2cccc(NC(C)=O)c2)c2cccc(NC(C)=O)c2)c1 | 4 | -19 | -1 | -6 | 100 | 1 | 4 | 1 | 0.0 | 6
O=C(O)C1CC2(Cl)C(Cl)=C(Cl)C1(Cl)C2(Cl)Cl (stereo unspecified) | -6 | 14 | -3 | -7 | 96 | 2 | -5 | 5 | -1.4 | 7
CCOP(=O)(Oc1ccccc1)c1c([N+](=O)[O-])cc(C(F)(F)F)cc1[N+](=O)[O-] (stereo unspecified) | 4 | -5 | -9 | 1 | 91 | 4 | 2 | 7 | -1.5 | -1
COC(=O)C1=C(c2ccc(F)cc2OCc2ccccc2)C[C@@H]2CC[C@H]1N2C(=O)NCc1ccccc1C(F)(F)F | -2 | 6 | -7 | -3 | 98 | -10 | -1 | -2 | -2.0 | 5
CC(C)N(CC(O)c1cccc([N+](=O)[O-])c1)C(C)C (stereo unspecified) | 6 | 2 | 1 | 4 | 101 | 1 | -5 | 4 | -0.4 | 0
COc1cc(OC)c2c(c1)O[C@@H](c1ccc(OC)c(OC)c1)[C@H](O)C2 | 6 | 4 | -5 | -2 | 106 | 1 | 0 | 4 | 1.6 | -4
COc1ccc(CN2CCCC(C(=O)c3ccccc3SC)C2)cc1O (stereo unspecified) | -1 | 8 | 9 | 7 | 99 | -3 | -3 | 1 | -3.0 | 1
NCC(O)c1ccc(O)cc1 (stereo unspecified) | -1 | -3 | -10 | 10 | 77 | 0 | 2 | 1 | 0.9 | 3
COc1ccc2c3c([nH]c2c1)C(C)=NCC3 | -1 | 32 | 2 | 6 | 154 | -6 | 5 | 0 | 0.4 | 4
Cc1cccc(C(=O)Nc2ccc3c(c2)CC2(C(=O)N(C)C(=O)N(C)C2=O)C2CCCN32)c1 (stereo unspecified) | 6 | nt | -6 | 2 | 92 | -1 | 3 | -1 | -2.8 | -1
C=C(C)C1(CCCC)C(=O)NC(=S)NC1=O | 0 | -18 | -3 | -15 | 284 | 1 | -5 | -3 | -0.1 | 9
CC(=O)O[C@@H]1CC[C@]2(C)C3CC[C@@]4(C)C(C[C@@H](O)[C@@H]4O)C3[C@@H](OC(C)=O)C[C@H]2C1 (stereo partly specified) | 2 | -35 | -12 | 8 | 101 | -5 | -4 | 1 | 1.7 | 11
Cc1ccsc1C(=O)C1CCCN(Cc2cnn(C)c2)C1 (stereo unspecified) | 6 | 0 | -1 | -5 | 112 | -3 | 4 | 1 | 1.6 | 6
CN1Cc2cnnn2-c2ccccc2C1c1ccccc1 (stereo unspecified) | 1 | -23 | -1 | 1 | 98 | 1 | 1 | 2 | 2.0 | 3
C/C=C/c1ccc2c(c1)OCO2 | -6 | 13 | 4 | 1 | 100 | 3 | 1 | -1 | -0.7 | 4
COc1cccc(C2CCN(CC(=O)Nc3cc(Cl)ccc3OC)CC2O)c1 (stereo unspecified) | -2 | -10 | 3 | 4 | 100 | 0 | -7 | 3 | 2.5 | 25
O=C(Nc1ccc(F)cc1)N1CC2CC(C1)c1cccc(=O)n1C2 (stereo unspecified) | 1 | 1 | 0 | 4 | 98 | 3 | 6 | 7 | -0.6 | 5
CN(C)c1cccc2c(C#N)ccc(N(C)C)c12 | nt | -2 | 1 | 0 | 105 | 2 | -6 | 2 | -1.1 | 10
CCNc1nc(Cl)nc(NC(C)C)n1 | 1 | -25 | 3 | 11 | 97 | -1 | -1 | 2 | -1.2 | -5
O=C1NC(=S)N(c2ccc(F)cc2)C(=O)/C1=C/c1ccccc1O | -1 | -14 | -12 | 1 | 87 | -1 | 4 | 1 | -1.1 | 14
Cc1cc(C)c(S(=O)(=O)NCC2CCC(C(=O)N3CCC4(CC3)OCCO4)CC2)c(C)c1 (stereo unspecified) | 6 | -25 | 11 | 10 | 92 | -2 | -2 | -3 | -1.3 | 11
Clc1ccc(OCC#CCN2CCOCC2)cc1 | 4 | -52 | -7 | 9 | 182 | -2 | 1 | 1 | -0.5 | 6
c1ccc(CCn2nnnc2CN2CCC(n3nnc4ccccc43)CC2)cc1 | -6 | 6 | 13 | 11 | 93 | -3 | -2 | -7 | -2.1 | 4

A draw from above in order of molecular weight, smallest number first.
Compound | TLR9-MyD88 block | SRC2 inh | NOD2-RIPK2 inh | H9c2 protect | ABCB6 inh 2 | N-glyco inh | ABHD5-PLIN5 inh | HTR2A ag | MC4R ag barr | MC4R antag cAMP
CCNc1nc(Cl)nc(NC(C)C)n1 | 1 | -25 | 3 | 11 | 97 | -1 | -1 | 2 | -1.2 | -5
CN(C)c1cccc2c(C#N)ccc(N(C)C)c12 | nt | -2 | 1 | 0 | 105 | 2 | -6 | 2 | -1.1 | 10
CN1Cc2cnnn2-c2ccccc2C1c1ccccc1 (stereo unspecified) | 1 | -23 | -1 | 1 | 98 | 1 | 1 | 2 | 2.0 | 3

Single values from the list:
SRC2 inh result of O=C1NC(=S)N(c2ccc(F)cc2)C(=O)/C1=C/c1ccccc1O = -14
MC4R ag barr result of Cc1ccsc1C(=O)C1CCCN(Cc2cnn(C)c2)C1 (stereo unspecified) = 1.6
HTR2A ag result of COc1cccc(C2CCN(CC(=O)Nc3cc(Cl)ccc3OC)CC2O)c1 (stereo unspecified) = 3

(cont.)
Compound | TLR9-MyD88 block | SRC2 inh | NOD2-RIPK2 inh | H9c2 protect | ABCB6 inh 2 | N-glyco inh | ABHD5-PLIN5 inh | HTR2A ag | MC4R ag barr | MC4R antag cAMP
COC(=O)C1=C(c2ccccc2OCc2ccccc2)C[C@@H]2CC[C@H]1N2C(=O)NCCOc1ccc(OC)cc1 | -1 | 2 | 3 | 0 | 98 | -7 | 7 | 2 | -1.3 | 11
CC(=O)OC1=CC[C@H]2[C@@H]3CC[C@H]4C[C@H](OC(C)=O)[C@@H](OC(C)=O)C[C@]4(C)[C@H]3CC[C@]12C | -4 | 4 | -22 | -7 | 100 | -5 | -2 | 0 | 1.0 | 9
N/C(=N/[N+](=O)[O-])N1CCN(C(=O)Oc2ccc([N+](=O)[O-])cc2)CC1 | 0 | 12 | 1 | -6 | 98 | 2 | -4 | 6 | -1.9 | 14
COC(=O)C1=C(c2cc3ccccc3s2)C[C@@H]2CC[C@H]1N2C(=O)NC(C)C | -8 | 12 | -3 | -1 | 97 | -2 | 14 | -2 | 0.2 | 5
CCN(CC)c1ccc(/C=C2\C(=O)NC(=S)N(C)C2=O)o1 | 1 | -69 | -10 | -4 | 122 | -7 | 22 | 0 | -2.4 | -31
CCOC(=O)[C@]12Cc3ccccc3[C@H]1N(C)C(=O)c1cc(OC)ccc12 | nt | 3 | -5 | nt | 95 | nt | 11 | -2 | nt | nt
COc1ccc(-c2nc3ccccc3c(=O)n2-c2nccs2)cc1 | -5 | -28 | -12 | -6 | 96 | -2 | 4 | -2 | -4.2 | -3
COc1ccc(CCC(C)NCCc2ccccc2)cc1 (stereo unspecified) | 3 | -5 | -1 | 5 | 95 | 2 | -3 | -4 | -1.0 | -1
C[N+](C)(C)CC#CCN1CCCC1=O | 8 | -9 | 9 | 15 | 96 | 1 | -2 | -2 | -1.3 | 13
CCNc1cc(N2CCN(C)CC2)ccc1[N+](=O)[O-] | 6 | 3 | -14 | 2 | 107 | 3 | 4 | 2 | -1.7 | -5
S=C1CN=C(c2ccccc2)c2cc(Cl)ccc2N1 | 3 | -5 | 0 | 10 | 95 | 2 | -4 | 5 | 0.6 | 13
Cc1cccc(N2C(=O)NC(=O)/C(=C\c3cnn(-c4ccccc4)c3)C2=O)c1 | 7 | 16 | 2 | 4 | 99 | 17 | 55* | -4 | -0.6 | 35*
COC(=O)C(O)(c1ccc(NC(=O)Oc2ccccc2)cc1)C(F)(F)F (stereo unspecified) | -5 | 15 | -1 | -7 | 107 | 2 | -8 | -3 | -1.9 | -1
COc1ccccc1-n1c(O)c(/C=C2\C=Nc3ccccc32)c(=O)[nH]c1=O | 5 | -13 | -3 | 21 | 100 | 4 | 29* | -2 | -0.6 | -2
NC(=O)Cn1cc(C(=O)c2ccccc2F)c2ccccc21 | 3 | 2 | 9 | 9 | 95 | -2 | 1 | 0 | -2.4 | 9
O=C(c1cc(-c2ccc(Cl)cc2)n(-c2ccc(Cl)cc2Cl)n1)N1CCOCC1 | -3 | 24 | 1 | -5 | 118 | -4 | -2 | -2 | 2.9 | 11
Cc1[nH]c2ccccc2c1CCCNC1CCCCC1 | -7 | -1 | -7 | 8 | 90 | -4 | 9 | 5 | 4.4 | 5
N#C/C(=C\c1ccc(O)cc1)C(=O)O | 6 | -12&-20 | -15&-14 | -10&0 | 101&95 | -1&-1 | 1&-3 | 0&-4 | -1.1&0.6 | 9&17
Cc1cc2ccccc2c(=O)n1CC(=O)NCC(=O)N1CCC2(CC1)OCCO2 | -4 | 24 | -12 | -6 | 95 | 1 | 0 | 0 | 0.8 | 15
